CDK5 inh: inhibitors of human CDK5/p35 kinase, primary screen, biochemical, single concentration; inhibition, % at 10 µM; 330,000 tested, 0.01% active; Recombinant CDK5/p35, ADP-Glo luminescence, 60 min;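 active = highest replicate inhibition of at least 50% and at least 75% of replicates reaching 50%; inconclusive = only one of the two criteria met; inactive = both criteria failed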;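 note: plate controls were DMSO neutral control for no effect and GW8510 at 10 µM for full effect; many of its hits are not listed in these tables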
PvdQ acylase: P. aeruginosa PvdQ acylase inhibitors, primary screen, biochemical, fluorescence, plate reader and imaging, single point. PvdQ acylase [Pseudomonas aeruginosa LESB58]. purified PvdQ acylase. inhibition, % at 10 µM. 340,000 tested, 0.063% active. AID 488965, 2010; in the data active = inhibition above about 30%, passing the limit was not always enough; inconclusive = no clear call, values can overlap the other calls;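 note: 0% = vehicle neutral wells and 100% = reference inhibitor wells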
PfHsp90 yeast 2: growth inhibition of PfHsp90-expressing yeast, primary screen, antimalarial PfHsp90 inhibitor project, S. cerevisiae, BacTiter-Glo luminescence, single point, set 2; BacTiter-Glo ATP, 48 h; yeast lacking PDR1 and PDR3 efflux regulators; inhibition, % at 9.4 µM; 310,000 tested, 0.32% active; AID 504621, 2011;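 active = every replicate shows inhibition above about 80%, whatever the replicate mean, limit read from the data; inconclusive = mean inhibition reaches the set limit but some replicate falls short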;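 note: 0% = DMSO neutral controls and 100% = 20 µM radicicol positive controls; yeast relying on Plasmodium falciparum Hsp90 in place of its own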
dFosB activator: activators of delta FosB homodimer, primary screen, biochemical, fluorescence polarization, TAMRA-CDK5 oligo, single point; purified delta FosB; percent of positive-control signal above neutral wells; activation, % at 25 µM; AID 493131, 2011; 340,000 tested, 0.99% active;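 active = mean activation above about 17%, with every replicate also reaching it, limit read from the data, passing the limit was not always enough; inconclusive = only one of the two conditions met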;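 note: fluorescence polarization rise as delta FosB binds a TAMRA Cdk5 AP-1 oligo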
Target sequence (P13346 whole entry, looked up): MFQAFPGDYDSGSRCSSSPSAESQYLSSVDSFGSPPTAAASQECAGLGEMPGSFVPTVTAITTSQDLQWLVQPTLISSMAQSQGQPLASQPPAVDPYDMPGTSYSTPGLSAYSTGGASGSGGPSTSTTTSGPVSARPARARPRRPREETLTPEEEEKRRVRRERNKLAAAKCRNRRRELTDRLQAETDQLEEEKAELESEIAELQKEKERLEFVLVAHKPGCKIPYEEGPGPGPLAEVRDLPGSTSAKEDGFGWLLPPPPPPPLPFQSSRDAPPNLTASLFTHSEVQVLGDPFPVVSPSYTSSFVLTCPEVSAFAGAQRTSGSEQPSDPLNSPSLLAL
cardiac RTF act: cardiac RTF calcium sensitivity activators, primary screen, biochemical, IANBD-TnC fluorescence, EC20 calcium | activation, % at 7.2 µM | 340,000 tested, 0.24% active | IANBD-labeled TnC RTF fluorescence at EC20 calcium; 0% EC20 calcium, 100% full calcium | AID 493008, 2010 | Troponin I, cardiac muscle (Homo sapiens) + Troponin T, cardiac muscle (Homo sapiens) + …;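 active = activation above the mean over all tested compounds plus 3 SD, cut at about 30% in these data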;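 note: rise in fluorescence read as greater calcium sensitivity of cardiac thin filaments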
Keap1-Nrf2 PPI: Keap1-Nrf2 protein-protein interaction inhibitors, primary screen, biochemical, fluorescence polarization, single point; Kelch-like ECH-associated protein 1 (Homo sapiens), Q14145; Keap1 Kelch-Nrf2 peptide fluorescence polarization, 1536-well; inhibition, % at 9.4 µM; 340,000 tested, 0.15% active; AID 504523, 2011; in the data active = inhibition above about 12%; inconclusive = no clear call, values can overlap the other calls; inactive = below about 7.3%;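 note: human Keap1 Kelch domain with fluorescein labeled Nrf2 9mer peptide probe; 0% = neutral control wells and 100% = peptide positive control; higher means more block of Keap1 binding to Nrf2 peptide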
Target sequence (Q14145 whole entry, looked up, the tested form may be a part): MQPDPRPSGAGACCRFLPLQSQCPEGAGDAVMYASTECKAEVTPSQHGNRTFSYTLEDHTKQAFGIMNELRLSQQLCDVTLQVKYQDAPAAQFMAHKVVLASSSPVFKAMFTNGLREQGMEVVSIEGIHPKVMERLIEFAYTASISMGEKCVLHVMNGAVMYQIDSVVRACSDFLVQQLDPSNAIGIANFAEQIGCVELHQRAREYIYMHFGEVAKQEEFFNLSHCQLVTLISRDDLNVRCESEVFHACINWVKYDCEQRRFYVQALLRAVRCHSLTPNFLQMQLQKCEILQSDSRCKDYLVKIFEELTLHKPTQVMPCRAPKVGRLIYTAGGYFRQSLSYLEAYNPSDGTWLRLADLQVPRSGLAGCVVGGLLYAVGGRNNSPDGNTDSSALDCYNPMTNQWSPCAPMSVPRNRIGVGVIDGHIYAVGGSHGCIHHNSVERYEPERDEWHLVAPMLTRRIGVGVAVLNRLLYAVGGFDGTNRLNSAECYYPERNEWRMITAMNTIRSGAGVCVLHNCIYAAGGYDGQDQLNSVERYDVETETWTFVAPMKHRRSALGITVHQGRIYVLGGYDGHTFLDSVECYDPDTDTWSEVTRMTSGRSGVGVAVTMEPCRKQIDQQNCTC
Mot1-301 SUMO: yeast Mot1-301 growth rescue at high temperature, primary screen, SUMOylation pathway inhibitor project, S. cerevisiae, ATP luminescence, 38.5C; S. cerevisiae Mot1-301 growth rescue; percent above DMSO median, 100 means doubled; growth rescue, % at 18.8 µM; 320,000 tested, 1% active;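 active = every valid replicate shows activation above 250% relative to neutral control wells; inactive = the rest, any valid replicate at or below 250%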;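 note: OY570 slx delta 5 strain wells were the positive control but not used for scaling; some compounds called inactive have numbers as strong as hits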
NSD2 inh: NSD2 histone methyltransferase inhibitors, primary screen, biochemical, AlphaScreen, single concentration, set 2; Histone-lysine N-methyltransferase NSD2 (Homo sapiens), O96028; NSD2 peptide methylation, 120 min; inhibition, % at 12.5 µM; 310,000 tested, 0.54% active; in the data active = inhibition above about 50%
RTF Ca sens inh: cardiac RTF calcium sensitivity inhibitors, primary screen, biochemical, IANBD-TnC fluorescence, EC70 calcium. IANBD-labeled cardiac RTF, Ca2+ fluorescence. 340,000 tested, 0.12% active. inhibition, % at 7.15 µM. AID 493244, 2011;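 active = inhibition above the mean inhibition of all tested compounds plus 3 SD, cut at about 17% in these data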;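 note: assay run at fixed EC70 calcium of 1.6 mM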
C-LANA FP: inhibitors of KSHV C-LANA binding to DNA, primary screen, biochemical, fluorescence polarization, FAM-LBS DNA, MBP-C-LANA, single point | AID 504423, 2011 | Kaposi's sarcoma herpesvirus LANA C-terminal domain (residues 932-1162) DNA binding | 340,000 tested, 0.078% active | inhibition, % at 9 µM;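 active = highest replicate inhibition at or above 60% at 9 µM, even if other replicates fall short; inactive = all replicates below 60% inhibition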;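 note: 0% = neutral control wells and 100% = 4 µM acridine orange control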
Rtt109 Vps75: inhibitors of C. albicans Rtt109/Vps75 HAT, primary screen, biochemical, ThioGlo CoA-SH fluorescence, plate reader | purified Rtt109/Vps75, 4 h | inhibition, % at 34.9 µM | 330,000 tested, 0.16% active;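 active = inhibition of at least 50% in every replicate; inconclusive = best replicate reaches 50% inhibition but some replicates fall short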
Numbers without * were called inactive; ? = inconclusive; · = no result given. Rows are unselected, and some 3.2% of all compounds hit somewhere here.

SMILES	CDK5 inh	PvdQ acylase	PfHsp90 yeast 2	dFosB activator	cardiac RTF act	Keap1-Nrf2 PPI	Mot1-301 SUMO	NSD2 inh	RTF Ca sens inh	C-LANA FP	Rtt109 Vps75
O=C(CSc1ccccc1)NN1C(=O)c2ccccc2C1=O	1.4	5	9	3	-5	0	-9	-2	-6	2.7	-3
O=C(NCCCNC(=O)c1c(F)cccc1F)c1c(F)cccc1F	2.3	-13	-6	-1	-2	-1	6	-2	-6	0.2	2
COc1cc(/C=N/NC(=O)C2=NNC(=O)C2C)ccc1O (configuration not stated)	0.3	-8	-71	-8	4	3	-14	-1	-9	-0.9	-10
COc1cccc(NC(=O)Cc2nc(-c3ccccc3)sc2-c2ccc(C)cc2)c1	1.1	-3	-7	-8	2	-2	-5	-2	-13	-0.5	·
O=C(Nc1ccccc1C(=O)NC(Cc1ccccc1)C(=O)NC1CCCCC1)c1ccccc1 (configuration not stated)	1.0	-7	18	21*	11	-5	7	-1	4	2.5	2
COC(=O)/C(=C/c1ccco1)NC(=O)c1ccccc1	-1.4	19	12	-2	-3	-8	11	1	-9	2.5	?
Cc1ccc(OCc2cc(C(=O)NCCn3cccn3)no2)cc1C	0.1	-6	-18	-1	-4	0	145	-5	-12	1.0	6
O=C(Nc1cccc(F)c1)c1cc(S(=O)(=O)N2CCC(C(=O)O)CC2)ccc1F	-5.4	-5	·	0	-1	-10	-6	3	1	-1.5	-1
Cc1[nH]c2ccccc2c1CCN(Cc1cccs1)C(=S)NC(C)(C)C	0.5	1	8	-7	3	-2	3	·	-5	-0.5	15
CCS(=O)(=O)N(CC(=O)Nc1cccc2ccccc12)c1ccc(OC)cc1	-1.1	-13	-9	-9	-1	-1	-13	2	-1	-1.8	1
COc1ccc(Br)cc1CNC(=O)C1CCCN(c2nc3ccccc3o2)C1 (configuration not stated)	-0.1	2	-6	5	1	3	-1	0	-6	0.0	2
Cc1cccc(-n2c(SCC(=O)O)nc3sc4c(c3c2=O)CCCC4)c1	-1.2	-10	-3	6	5	-4	0	-2	-14	0.1	0
O=C(COC(=O)/C=C/c1nc2ccccc2s1)Nc1cccc2ccccc12	-0.5	-1	-1	4	-3	-6	-10	0	5	-0.5	-6
CCCCC(C(=O)NC(C)(C)C)N(Cc1ccco1)C(=O)c1snc(C(N)=O)c1N (configuration not stated)	-1.4	1	17	-16	-4	1	-3	1	6	-0.1	1
Cn1c(=O)c2sccc2n2c(CCCC(=O)NCc3ccc4c(c3)OCO4)nnc12	0.2	-1	·	-1	-3	-4	·	1	0	-0.2	-10
CC(C)c1ccc(C(C(C(=O)c2ccccc2)N2CCOCC2)N2CCOCC2)cc1 (configuration not stated)	-0.1	2	26	-15	-6	3	·	-3	-2	0.0	5
COC(=O)c1ccc(COC(=O)c2[nH]c(C)c(C(C)=O)c2C)o1	0.9	-5	-17	-5	-2	-2	2	·	-4	0.9	4
CCOc1ccc2oc(C(=O)OCC(=O)NC(=O)NC3CCCC3)c(C)c2c1	-2.5	-9	22	-8	-4	-1	4	-2	-11	-1.2	-7
O=C(O)COc1ccccc1O	-0.8	9	-3	0	2	-8	-24	-2	-5	-0.2	60*
CC(C)NC(=S)N(CCc1ccncc1)C(C)C	-1.1	-11	-5	1	2	-8	8	-1	1	-0.8	-15
CCCCC1C2=C(CC(C)(C)CC2=O)OC2=C1C(=O)CC(C)(C)C2	-0.3	-2	23	-11	-1	3	-2	-2	-8	1.5	9
Cn1c(=O)[nH]c(N)c(Br)c1=O	-2.3	-6	·	7	-7	-4	·	1	1	0.0	6
COc1ccccc1N(CCC#N)C(=O)CSc1nc(-c2ccccc2)cn1N	0.2	19	1	-7	-1	-7	-5	-2	-4	-1.4	-1
COc1cc2ccccc2cc1C(=O)NC(=S)Nc1ccc(C(=O)O)cc1	-1.2	5	3	-29	-7	-1	144	-4	2	0.7	-1
CCCOc1cc(CC(=O)NCc2ccco2)ccc1OC	-0.3	6	·	-5	3	1	-19	0	0	1.2	8
Later entries
SMILES	CDK5 inh	PvdQ acylase	PfHsp90 yeast 2	dFosB activator	cardiac RTF act	Keap1-Nrf2 PPI	Mot1-301 SUMO	NSD2 inh	RTF Ca sens inh	C-LANA FP	Rtt109 Vps75
CCOC(=O)c1c(NC(=O)c2c(Br)cnn2C)c(C#N)nn1-c1ccccc1	-1.1	-15	-4	-15	2	-7	4	0	-7	-0.6	-1
COc1ccc(NC(=O)Nc2cccc3c2O[C@@H](CN(C)S(=O)(=O)c2cn(C)cn2)[C@@H](C)CN([C@H](C)CO)C3=O)cc1	-1.0	-14	-17	-6	5	-4	1	·	-2	-1.6	4
C=CCNc1nc(Cl)nc(Nc2ccc([N+](=O)[O-])cc2)n1	-0.6	19	-1	5	-3	2	-10	-1	-11	-0.9	0
Cc1ccccc1OCC(O)CNC1CCC(NCC(O)COc2ccccc2C)CC1 (configuration not stated)	2.0	-20	-8	-1	-5	0	91	·	2	-3.2	-13
N#C/C(=C\c1cn(-c2ccccc2)nc1-c1ccccc1)S(=O)(=O)c1ccccc1	-0.4	-9	10	4	3	-4	155	2	6	-1.2	-6
c1ccc(-c2cnc(SCCN3CCOCC3)n2CC2CCCO2)cc1 (configuration not stated)	0.7	0	8	3	0	2	-4	3	2	-1.7	3
O=C(NCc1ccccc1)c1cc(-c2ccncc2)nc2ccc(S(=O)(=O)N3CCOCC3)cc12	1.3	-1	-8	-7	-2	0	-5	-1	-5	0.1	1
COc1cc(NS(=O)(=O)c2cccc3nsnc23)cc(OC)c1	2.4	4	16	-2	7	-6	12	17	-11	1.6	0
COC(=O)CCC(=O)OC	-1.7	-12	14	4	8	5	·	·	-10	2.5	1
Cc1ccc2nc(-c3cccc(N)c3)[nH]c2c1	1.4	-2	13	5	2	-1	156	1	6	1.0	-1
CC(=O)c1cccc(N/C=C\C(=O)c2ccc(C)cc2)c1	-0.6	4	-4	-3	4	-4	-10	-1	-4	0.2	0
O=C(Nc1ccc(Cl)cc1)Nc1ccccc1C(=O)NCc1ccco1	1.3	-17	-18	-5	-14	-1	-10	-3	-7	1.8	12
FC(F)(F)c1ccc(NCc2ccccn2)nc1	-1.8	16	0	-4	-1	-2	2	-3	0	-2.0	-9
O=C1CN(N=Cc2ccco2)C(=O)N1	-1.6	-14	7	-12	-2	1	·	-1	-5	0.3	-7
COCCCNC(=S)N1CCN(S(C)(=O)=O)CC1	-2.7	6	-11	-6	-7	0	-9	-1	7	0.2	9
Cc1cc(Cl)c(S(=O)(=O)N2CCN(c3cccc(C)c3C)CC2)cc1OCC(N)=O	1.0	-8	-20	-2	3	-3	·	-1	-6	2.3	0
Cc1ccnc(NS(=O)(=O)c2ccc(NC(=O)c3cc(=O)c4ccccc4o3)cc2)n1	-0.3	-9	14	2	-4	-6	1	-6	-5	-3.3	-8
CCN(C(=O)Cn1cnc2cc([N+](=O)[O-])ccc2c1=O)C1CCS(=O)(=O)C1 (configuration not stated)	0.5	1	5	1	2	1	-31	-2	3	2.0	-1
CCC1CCCCN1C(=O)CSc1nnc2nc(C)cc(C)n12 (configuration not stated)	0.4	-12	-23	-3	0	-3	3	-1	-10	1.4	12
CC(=O)Nc1ccc(NCc2ccc(-c3ccccc3)cc2)cc1	0.3	-3	-16	-2	-11	0	·	-1	8	-0.5	-2
CCOCC(O)CS(=O)(=O)c1ccccn1 (configuration not stated)	-1.3	-8	·	-6	1	-1	-18	-1	-5	-1.3	-3
COc1ccc(C(=O)/C=C/Nc2c(C)n(C)n(-c3ccccc3)c2=O)cc1OC	-1.8	14	-14	2	6	-1	-11	4	5	1.5	-1
O=S(=O)(c1ccc(F)cc1)N1CCN(c2ccc(F)cc2)CC1	-0.5	-8	2	-4	0	-3	-6	0	-4	-2.7	0
O=C(O)/C(=C\c1cn(-c2ccccc2)nc1-c1ccc(Cl)cc1)NC(=O)c1ccccc1	-0.1	-3	-30	0	-3	0	4	1	3	0.4	4
O=C(c1ccco1)N1CCn2c1nc1ccccc12	0.3	-10	-20	2	-4	2	10	-1	-4	0.0	13

For reference, part of the list above.
SMILES	CDK5 inh	PvdQ acylase	PfHsp90 yeast 2	dFosB activator	cardiac RTF act	Keap1-Nrf2 PPI	Mot1-301 SUMO	NSD2 inh	RTF Ca sens inh	C-LANA FP	Rtt109 Vps75
CCN(C(=O)Cn1cnc2cc([N+](=O)[O-])ccc2c1=O)C1CCS(=O)(=O)C1 (configuration not stated)	0.5	1	5	1	2	1	-31	-2	3	2.0	-1
CCC1CCCCN1C(=O)CSc1nnc2nc(C)cc(C)n12 (configuration not stated)	0.4	-12	-23	-3	0	-3	3	-1	-10	1.4	12
CC(=O)Nc1ccc(NCc2ccc(-c3ccccc3)cc2)cc1	0.3	-3	-16	-2	-11	0	·	-1	8	-0.5	-2
CCOCC(O)CS(=O)(=O)c1ccccn1 (configuration not stated)	-1.3	-8	·	-6	1	-1	-18	-1	-5	-1.3	-3
COc1ccc(C(=O)/C=C/Nc2c(C)n(C)n(-c3ccccc3)c2=O)cc1OC	-1.8	14	-14	2	6	-1	-11	4	5	1.5	-1
O=S(=O)(c1ccc(F)cc1)N1CCN(c2ccc(F)cc2)CC1	-0.5	-8	2	-4	0	-3	-6	0	-4	-2.7	0
O=C(O)/C(=C\c1cn(-c2ccccc2)nc1-c1ccc(Cl)cc1)NC(=O)c1ccccc1	-0.1	-3	-30	0	-3	0	4	1	3	0.4	4
O=C(c1ccco1)N1CCn2c1nc1ccccc12	0.3	-10	-20	2	-4	2	10	-1	-4	0.0	13

Screens: PubChem, several laboratories
